P. falciparum M1AAP = P. falciparum M1AAP inhibitors, biochemical, fluorogenic H-Leu-NHMec substrate, 1536-well (AID 1445) | inhibition, % at 30 µM, or IC50 in µM where a hit was titrated | recombinant M1AAP, H-Leu-NHMec fluorogenic kinetic assay; higher % means a stronger effect | 0.42% of 220,000 active;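 active = primary inhibition above the hit cutoff, then over 50% inhibition at one or more dose response concentrations, cut at about 23% in these data, passing the limit was not always enough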;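 note: plate controls were DMSO full reaction for no effect and no enzyme background for full effect; strong numbers were not always called active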
Dynein cargo inh = dynein cargo transport inhibition; z-score, hits read low; AID 1381; 0.47% of 220,000 active; 3617.4 mouse cells, GR-EGFP nuclear translocation imaging; test concentration mostly 20 µM; stimulated with dexamethasone, 1 µM; hits give low values;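 active = plate z-score of nuclear minus cytoplasmic receptor signal below a set negative limit, without overly bright fluorescence or cell loss, cut at about -3.5 in these data, passing the limit was not always enough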;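 note: z-score of nuclear minus cytoplasmic ring GR-EGFP intensity difference per well; some compounds called inactive have numbers as strong as hits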
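Buffer or medium – tet-free medium with charcoal-stripped serum · Signal – automated 10x imaging of fixed Hoechst-stained cells · Also added – dexamethasone agonist, 1.0 µM final, for 30 min · Incubation – induction 48 h, compound 1 h, agonist 30 min · Read-out – GR-EGFP nuclear translocation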
Insulin prom up = MIN6 insulin promoter up-regulation | MIN6 insulin promoter-GFP reporter, high-content imaging; hits give high values | z-score at 5 µM | 0.3% of 190,000 active;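 active = z-score above 3 at 5 µM with at least 500 cells counted in the well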
Autophagy mod = modulators of autophagy | calls only at 10 µM (by protocol) | MEF GFP-LC3 puncta imaging; test concentration mostly 10 µM | 0.98% of 190,000 active;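 active = percentage of spot-positive cells more than 3 SD above its plate mean, without a fluorescence outlier flag or 80% toxicity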;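 note: spot-positive cell cutoff set from DMSO-treated cells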
P. falciparum M17LAP = P. falciparum M17LAP inhibitors, primary screen, biochemical, fluorogenic H-Leu-NHMec substrate, 1536-well (AID 1619) | 0.38% of 220,000 active | inhibition, % at 30 µM; hits with a dose series show IC50 in µM | recombinant M17LAP, H-Leu-NHMec fluorogenic kinetic assay; higher % means a stronger effect;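 active = compound inhibiting the enzyme by more than half at any dose during confirmatory dose-response retesting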;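 note: plate controls were full reaction with DMSO carrier for no effect and no enzyme background for full effect; strong numbers were not always called active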
Yfh1-depleted yeast = mitochondrial function rescue without frataxin homolog – Friedreich's ataxia, plus single-dose screen, dose response (AID 1465); one-dose fold induction at 50 µM; EC50 in µM for titrated hits; 0.074% of 220,000 active; S. cerevisiae Yfh1-off respiration, WST-1 reduction, 72 h; higher fold induction means a stronger effect;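 active = fold induction of absorbance versus untreated yeast above a set limit, then at least 30% activation at any dose in follow-up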;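 note: activators that raise dye reduction in frataxin-depleted yeast; strong numbers were not always called active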
Lipid droplet = modulators of hepatic lipid droplet formation. inhibition, % at 6.5 µM. AML12 mouse hepatocytes, oleate lipid droplets, BODIPY imaging. AID 1656. 0.4% of 240,000 active;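 active = lipid droplet intensity inhibited by at least 50%, with more than 500 cells counted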
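Assay system: AML12 mouse liver cells | Compound dosing: One dose, 6.5 µM compound | Read-out basis: Droplet intensity reduction, % inhibition | Measured by: Fluorescence imaging, 20x objective, two fields per well | Schedule: Overnight treatment with compound plus oleate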
ER stress rescue = protection against thapsigargin-triggered cell killing – 384-well, CSM14.1, ATP luminescence, primary screen (AID 1222) | CSM14.1 thapsigargin-induced death rescue, ATP luminescence; higher % means a stronger effect | one-dose cellular ATP content (survival), % at 20 µM; EC50 in µM for titrated hits | 190,000 tested, under 10 active;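 active = EC50 below 50 µM in the dose-response confirmation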;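 note: death triggered by thapsigargin at about 15 µM added after 2 h compound pretreatment; cell ATP read after overnight thapsigargin exposure of roughly 18 to 22 hours; normalized against plate controls of thapsigargin alone and 5% DMSO vehicle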
MT stabilize HCS = microtubule stabilization, imaging screen; 0.83% of 200,000 active; HeLa tubulin immunostaining HCS, 24 h; share of cells brighter than vehicle mean+2SD; % tubulin-high responders, % at 10 µM;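 active = plate Z-score above 3 for both tubulin-high and condensed-nucleus cell shares, with cell loss under 80%, at 10 µM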;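 note: anti alpha tubulin signal scored within the nucleus-defined area of each cell; some results filed as inactive read as strong as hits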
Dynein cargo inh cytoplasmic EGFP = recorded beside Dynein cargo inh, whose call it bears; z-score; measured here: cytoplasmic GR-EGFP intensity; hits give high values
Dynein cargo inh nuclear GR-EGFP = recorded beside Dynein cargo inh, whose call it bears; z-score; measured here: nuclear GR-EGFP intensity;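 lower value marks the stronger effect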
Dynein cargo inh cell count = also measured in Dynein cargo inh; calls as there; z-score; measured here: cell count per field
Insulin prom up cell count = recorded beside Insulin prom up, whose call it bears; cell count; measured here: cytotoxicity, nuclei count;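 total cells summed across four imaged fields per well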
Lipid droplet cells 6.5 µM = also measured in Lipid droplet; calls as there; cell count; measured here: cell count, cytotoxicity flag;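 cells counted across two imaged fields per well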
MT stabilize HCS Hoechst-high % = further read-out of MT stabilize HCS, marked with its call; % Hoechst-high responders; measured here: nuclear condensation Hoechst responders;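 share of cells brighter than vehicle mean plus two SD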
MT stabilize HCS cytotoxicity % = further read-out of MT stabilize HCS, marked with its call; toxicity, %; measured here: cytotoxicity by cell density;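 0% = mean cell density of plate MIN control wells and 100% = no cells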
Autophagy mod cell loss 18 h = also measured in Autophagy mod; calls as there; toxicity, %; measured here: cell loss, nuclei count;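 cell loss after 18 h compound exposure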
Numbers without * were called inactive; i = inactive; . = not tested or not shown.

SMILES	P. falciparum M1AAP	Dynein cargo inh	Dynein cargo inh cytoplasmic EGFP	Dynein cargo inh nuclear GR-EGFP	Dynein cargo inh cell count	Insulin prom up	Insulin prom up cell count	Autophagy mod	Autophagy mod cell loss 18 h	P. falciparum M17LAP	Yfh1-depleted yeast	Lipid droplet	Lipid droplet cells 6.5 µM	ER stress rescue	MT stabilize HCS	MT stabilize HCS Hoechst-high %	MT stabilize HCS cytotoxicity %
COc1ccc(C(CNC(=O)COc2ccccc2C#N)N2CCOCC2)cc1 (centres undefined)	-9.8%	-0.012	-0.332	0.0148	0.166	-0.2	945	i	8.3	-0.6%	i	.	.	-1.5%	2.4	1.7	5.7
COCc1[nH][nH]c(=O)c1C=Nc1ccc(F)cc1F	2.2%	-0.953	-0.129	-0.205	0.499	.	.	i	-7.0	8.3%	.	9.0	768	-3.8%	1.8	1.4	5.3
Cc1nnsc1C(=O)N1CCC(C(=O)c2ccccc2)CC1	-8.3%	2.23	-0.102	1.05	-2.21	0.07	1429	.	.	-2.3%	i	5.6	732	.	.	.	.
Cc1nn(-c2ccccc2)c2nc(N)c(C#N)c(-c3ccc(F)cc3)c12	2.8%	-0.371	-0.196	-0.0694	0.733	0.75	1644	i	28.0	-11.2%	i	-85.3	663	-1.9%	9.5	10.2	9.9
COC(=O)c1ccc(OCCOCCOc2cccc3ccc(C)nc23)cc1	0.8%	1.65	-0.274	0.574	-0.999	0.33	1340	i	2.5	-7.2%	i	-34.5	637	-0.1%	5.3	3.1	5.8
c1ccc(-c2nn3c(-c4ccccc4)nnc3s2)cc1	-5.4%	-1.11	-0.166	-0.103	1.06	0.28	1307	i	-5.5	13.6%	i	.	.	-1.2%	4.3	2.8	1.4
CCc1nnc(NC(=O)C2CCN(S(=O)(=O)c3ccc(C)cc3)CC2)s1	-1.6%	-0.787	-0.367	-0.499	0.347	0.2	1366	i	-5.8	-1.8%	i	-1.0	688	-0.8%	0.9	2.3	7.1
CCCCN(C)CCNS(=O)(=O)c1ccc2c(c1)n(C)c(=O)c(=O)n2C	3.8%	1.69	-0.0872	1.44	-0.935	-0.3	962	i	-9.6	4.2%	i	.	.	0.2%	1.6	2.9	5.9
Cc1ccc(C2C(C#N)=C(N)SC(N)=C2C#N)o1	19.1%	-0.512	-0.172	-0.325	0.774	-0.27	1111	i	-13.2	-71.4%	i	.	.	4.8%	2.3	1.3	4.4
COC(=O)c1c(N2C(=O)CC(Sc3ncccc3C(=O)O)C2=O)sc(C)c1C (centres undefined)	12.8%	0.136	-0.19	0.519	-1.21	1.03	1034	.	.	12.1%	i	1.5	701	.	.	.	.
COc1ccc(C(CNC(=O)c2oc3ccc(Br)cc3c2C)N2CCCCC2)cc1 (centres undefined)	3.9%	-0.823	-0.296	-0.382	1.07	.	.	i	20.0	-10.6%	i	-3.1	729	-1.6%	2.0	3.5	5.1
COc1ccc(C(CNC(=S)NCc2ccccc2)N2CCCC2)cc1 (centres undefined)	-2.5%	0.609	1.3	0.993	-0.237	-0.63	1242	i	12.0	-2.6%	i	5.3	650	1.0%	6.7	1.6	6.2
NC(=O)COC(=O)CNC(=O)c1sc2ccccc2c1Cl	-4.1%	-0.838	-0.359	-0.0955	1.18	-0.16	1002	i	6.0	-2.4%	i	0.4	712	.	3.5	2.0	7.2
CCn1ccnc1C(O)c1ccccc1OC (centres undefined)	4.4%	1.05	-0.247	0.435	-0.0921	.	.	i	1.6	-6.6%	i	13.0	750	-0.5%	2.9	3.2	3.1
CCOc1ncccc1C(=O)Nc1ccccc1C(=O)NCc1ccc2c(c1)OCO2	3.7%	.	.	.	.	-0.57	1176	.	.	5.0%	i	.	.	-2.4%	.	.	.
CCOc1ccccc1Oc1c(C)oc2cc(OC(=O)N3CCOCC3)ccc2c1=O	2.5%	-0.175	-0.195	-0.0678	-0.0506	-0.07	957	i	7.4	-4.0%	i	.	.	-1.0%	2.8	3.5	9.9
O=C(CNC(=O)c1ccncc1)N/N=C/c1ccc(O)cc1O	3.5%	0.423	1.39	0.476	-0.14	-0.48	1449	.	.	-3.5%	i	-4.9	668	.	.	.	.
O=C1CCCC(O)=C1C1C2=C(CCCC2=O)Oc2ccccc21 (centres undefined)	9.4%	0.401	-0.348	0.773	-0.0695	0.26	1164	i	16.7	2.4%	i	.	.	2.6%	3.0	1.7	11.2
COc1ccc(-c2ccnc(SCC(=O)N3CCOCC3)n2)cc1	1.0%	-0.0979	-0.0964	-0.0886	0.73	-0.37	1134	i	-6.5	2.5%	i	4.0	727	0.5%	3.9	2.3	5.9
Cn1c(=O)cc(OCCCC(=O)NCc2ccco2)c2ccccc21	3.7%	-0.394	-0.224	0.305	0.583	0.16	1246	i	5.4	5.5%	i	0.3	703	-3.6%	3.1	1.6	5.5
C=CCOC(=O)C1=C(C)Nc2[nH]c(=O)[nH]c(=O)c2C1c1ccccc1 (centres undefined)	7.0%	-0.088	-0.273	-0.121	1.58	0.55	1118	i	18.1	16.9%	i	-4.1	703	-0.4%	2.8	0.8	3.0
CCCCC(O)(CCCC)C(=O)N/N=C(\C)c1ccc(Cl)cc1	2.4%	0.585	-0.273	0.348	0.326	0.18	1071	.	.	-10.6%	i	-9.5	708	.	.	.	.
O=C(O)c1ccc2c(c1)C(=O)N(c1ccc(/C=C/C(=O)c3ccccc3)cc1)C2=O	7.2%	0.826	-0.261	0.255	-1.24	-0.18	1543	i	33.9	-0.9%	i	-3.9	668	0.2%	3.6	3.6	10.9
COC(=O)Cn1c(=N)n(CCN2CCCCC2)c2ccccc21	-3.8%	-0.734	-0.163	-0.33	0.542	-0.53	1457	i	-1.8	2.0%	i	.	.	-0.9%	4.8	2.9	6.0
CCCS(=O)(=O)N1CCC(C(=O)c2cccc(C(F)(F)F)c2)CC1	23.4%*	-0.612	-0.203	0.00867	0.169	1.24	1362	i	2.9	-6.3%	i	-11.3	685	-0.5%	2.9	1.9	8.3
CCSc1nnc(NC(=O)Cc2ccccc2OC)s1	-4.3%	-0.879	-0.12	-0.599	0.281	.	.	i	7.6	-1.7%	i	.	.	-2.2%	2.8	1.7	7.4
Cc1ccc(C)c2nc(Cl)c(C3NC(=O)c4ccccc4N3)cc12 (centres undefined)	9.0%	-0.503	-0.172	-0.134	0.594	-0.31	1323	i	27.1	4.0%	i	1.5	730	-9.7%	15.7*	30.5*	32.5*
COc1ccc(OC)c(-c2csc(NC(=O)CSc3ccccc3)n2)c1	5.4%	-0.16	0.0676	-0.348	0.199	0.05	1281	i	-8.3	-12.8%	i	21.3	681	-0.6%	3.6	4.5	6.5
O=C(Oc1ccc(NC2=NS(=O)(=O)c3ccccc32)cc1)c1cccnc1	4.5%	0.0607	-0.232	-0.283	0.675	1.27	1268	i	16.5	-6.9%	i	24.3	723	-1.1%	3.1	1.8	0.7
CN(C)c1nc(N)c([N+](=O)[O-])c(NCc2ccccc2)n1	1.2%	-0.19	-0.28	-0.45	0.763	-0.1	1386	i	14.4	6.2%	i	0.9	631	1.1%	2.1	2.5	4.5
N#CCSc1nccc(-c2cc(Cl)sc2Cl)n1	9.1%	-0.201	-0.107	-0.253	0.208	-0.23	900	i	0.4	6.8%	i	4.1	723	-0.9%	1.2	2.1	20.4
O=C(CSc1nnnn1-c1ccc(F)cc1)c1ccc(O)c(O)c1	4.0%	-0.659	-0.263	-0.478	0.0251	1.84	1119	i	8.1	3.3%	i	3.3	759	-2.3%	1.9	1.3	12.1
CC(=O)C1C(c2ccncc2)NC(=O)NC1(O)C(F)(F)F (centres undefined)	5.8%	-0.568	-0.232	-0.339	-0.000688	.	.	i	-1.5	12.1%	i	-10.2	733	0.1%	3.5	3.7	4.4
COc1cc(/C=C/C(=O)O)cc(S(=O)(=O)NCCCC(=O)O)c1OC	8.1%	-0.357	-0.0804	-0.162	0.446	0.19	1475	i	4.8	3.9%	i	-15.1	658	-1.4%	3.0	1.9	6.2
Cc1cc(N2CCC(C)CC2)n2nc(C)c(-c3ccccc3)c2n1	-4.8%	0.192	-0.289	0.0116	-0.182	1.11	1298	i	12.8	13.6%	i	.	.	-0.3%	2.3	3.3	11.1
COc1ccc(/C=N/n2cnnc2)cc1Cn1nc(C)c([N+](=O)[O-])c1C	3.2%	-0.0755	-0.33	-0.203	0.527	1.14	1446	i	4.4	0.9%	i	-25.1	703	2.0%	3.1	1.6	9.4
Cc1nnc(N2C(=O)C(O)=C(C(=O)c3ccco3)C2c2cccc3ccccc23)s1 (centres undefined)	9.0%	-0.176	-0.158	0.346	-0.0236	.	.	.	.	10.0%	i	-1.4	744	.	.	.	.
NS(=O)(=O)c1cccc(NC(=O)Cn2cnc3ccccc3c2=O)c1	-0.1%	0.514	0.00976	1.12	-0.843	-0.18	1011	i	0.6	18.7%	i	12.4	781	-0.4%	1.9	1.7	4.6

Assay outcomes from PubChem.
